From PubChem BioAssay
LDHA block = inhibitors of human lactate dehydrogenase A; 480,000 compounds, 0.15% hits; purified LDHA, NADH/diaphorase-resazurin fluorescence; stronger effect = lower value; activity change, % (values are at about 110 or 230 µM); in the data active = activity change below about -30%; inconclusive = mostly about -25% to -30%;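 note: plate controls were DMSO wells for no effect and wells without enzyme for full effect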
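Remaining NADH was detected by diaphorase (0.133 mg/mL) converting 37 µM resazurin to fluorescent resorufin, read at 0 and 20 minutes. The preceding 5-minute room-temperature reaction used 2 nM LDHA, 0.2 mM sodium pyruvate and 0.06 mM NADH at pH 7.4.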
Vif-A3G inh = Vif-A3G binding inhibition; Q9HC16; 410,000 compounds, 0.076% hits; Potency, µM (series often up to 46.1 µM), for the others: at the highest dose activity, negative = active, actives largely listed as inhibitors; HeLa A3G-eYFP + Vif (tagged APOBEC3G with the HIV-1 protein that degrades it), YFP fluorescence, overnight;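 note: potency is the fitted concentration of half-maximal effect; % is set by controls: 0 for no effect and ±100 for the full control effect; nearly all actives have a fitted effect of over 60% in size; hits raise eYFP signal because A3G escapes Vif-driven loss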
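Read-out is eYFP fluorescence (Ex 488/Em 500-530) from Vif-expressing HeLa A3G-eYFP cells; more signal means A3G escaped Vif-mediated degradation. Cells plated overnight, compound pinned in, incubated overnight at 37 deg C.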
Glioma ERSR ind = inducers of ER stress response in human glioma cells | U87-MG GRP78 promoter luciferase reporter, 16 h | Potency, µM, without a hit: top-dose activation, usual class: activators | 420,000 compounds, 0.02% hits | AID 602332; note: potency is the fitted concentration of half-maximal effect; series mostly up to about 76 µM; % of control where 0% means no effect; nearly all actives have a fitted effect of over 35% in size
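Stably transfected U87-MG human glioma cells carrying a GRP78-based luminescent sensor were seeded at 1000 cells/well, pin-dosed with compounds and incubated 16 h. Luciferase reagent was then added, and end-point luminescence was read after 10 min at room temperature.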
RXFP1 agonist = RXFP1 (human) receptor agonism | Q9HBX9 | HEK293T-RXFP1 cAMP TR-FRET, 30 min; response scale: percent of porcine relaxin response, buffer zero | Potency, µM (series often up to 57.5 µM), without a hit: at the top dose activation, usual class: activators | 370,000 compounds, 0.3% hits; note: potency is the fitted concentration of half-maximal effect; % is set by controls: 0 for no effect and ±100 for the full control effect; nearly all actives have a fitted effect of over 60% in size; many of its hits are not listed in these tables
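cAMP rise read by TR-FRET after 30 min, 37C compound exposure (up to 58 uM) in RXFP1-transfected HEK293 cells with Ro 20174 present. EC50 from Hill-equation fits, with 29 nM porcine relaxin as 100% and buffer as basal.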
USP1 inh = inhibitors of human USP1/UAF1 deubiquitinase; recombinant USP1/UAF1, Ub-Rhodamine cleavage fluorescence; Potency, µM (top dose mostly 57.1 µM), for inactives: at the top dose activity change, negative = inhibition, most hits filed as inhibitors; 390,000 compounds, 0.23% hits; note: potency is the fitted concentration of half-maximal effect; % is set by controls: 0 for no effect and ±100 for the full control effect; nearly all actives have a fitted effect of over 60% in size; inactives centre near -12
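High-throughput fluorogenic screen: 1nM USP1/UAF1 complex, Ub-Rho substrate 150nM final, 50mM HEPES pH 7.8 with 0.5mM EDTA, 0.1 mg/ml BSA, 1mM TCEP and 0.01% Tween-20.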
PI4K2A block = blocks human PI4K2A kinase activity. 420,000 compounds, 0.13% hits. Q9BTU6. activity change, negative = inhibition, % at 76.9 µM. purified PI4K2A, ADP-Glo luminescence, 1 h; stronger effect = lower value; in the data active = activity change below about -50%; inconclusive = mostly about -30% to -49%;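 note: -100% = wells without enzyme as full effect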
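ADP-Glo luminescence measured ADP generated by PI4K2A enzyme (4 ug/mL before mixing) with 1.2 mM PI substrate (pre-mix) and 300 microM ATP (pre-mix). Tris pH7.5 buffer with MgCl2, Triton X-100; 1 h reaction at ambient temperature.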
Vif-A3F inh = blocks the Vif interaction with APOBEC3F | HeLa A3F-eYFP + Vif (tagged APOBEC3F with the HIV-1 protein that degrades it), YFP fluorescence increase | Potency, µM (series often up to 46.1 µM), for the others: at the top dose activity, negative = active | 390,000 compounds, 0.2% hits | AID 602313; note: potency is the fitted concentration of half-maximal effect; % of control where 0% means no effect; nearly all actives have a fitted effect of over 65% in size
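HeLa cells stably expressing Vif plus C-terminally eYFP-tagged A3F were seeded, incubated overnight at 37 deg C, dosed with compound, incubated overnight again at 37 deg C. Yellow fluorescence (Ex 488/Em 500-530) reported blocked Vif-mediated A3F-eYFP degradation.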
IDH1 R132H inh = human IDH1 R132H inhibition; Potency, µM (titrated, usually from 76.6 µM), for inactives: at the top dose activity change, negative = inhibition, hits mostly inhibitors; O75874; 390,000 compounds, 0.093% hits; IDH1-R132H enzyme, NADPH consumption, diaphorase/resazurin fluorescence; AID 602179; note: potency is the fitted concentration of half-maximal effect; % is set by controls: 0 for no effect and ±100 for the full control effect; nearly all actives have a fitted effect of over 65% in size
Target sequence (O75874 whole entry R132H, stated change not applied): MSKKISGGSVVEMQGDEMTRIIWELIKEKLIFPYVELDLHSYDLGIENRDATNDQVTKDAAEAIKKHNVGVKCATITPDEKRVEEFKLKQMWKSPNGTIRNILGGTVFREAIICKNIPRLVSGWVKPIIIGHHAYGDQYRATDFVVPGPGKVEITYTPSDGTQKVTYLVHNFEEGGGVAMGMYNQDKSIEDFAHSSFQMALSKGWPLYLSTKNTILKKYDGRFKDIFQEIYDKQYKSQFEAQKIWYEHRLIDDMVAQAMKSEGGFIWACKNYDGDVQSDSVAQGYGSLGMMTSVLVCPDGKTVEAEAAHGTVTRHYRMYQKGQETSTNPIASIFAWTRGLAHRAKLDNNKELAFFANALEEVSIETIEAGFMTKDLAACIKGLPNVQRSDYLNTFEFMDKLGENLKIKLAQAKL
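IDH1-R132H (0.5 ug/mL dispensed) in pH 7.5 Tris buffer was preincubated 30 min with compound, then given a substrate mix of 0.016 mM NADPH and 2 mM alpha-KG for 80 min at room temperature; remaining NADPH was read by diaphorase/resazurin fluorescence.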
TrxR1 substrate = is turned over as a substrate by rat TrxR1 | O89049 | purified TrxR1 substrate turnover, NADPH consumption readout | Potency, µM (titrated, usually from 114 µM), for the others: at the highest dose activity change, negative = substrate turnover | 390,000 compounds, 0.01% hits; note: potency is the fitted concentration of half-maximal effect; % is set by controls: 0 for no effect and ±100 for the full control effect; nearly all actives have a fitted effect of over 50% in size
Target sequence (O89049 whole entry, looked up): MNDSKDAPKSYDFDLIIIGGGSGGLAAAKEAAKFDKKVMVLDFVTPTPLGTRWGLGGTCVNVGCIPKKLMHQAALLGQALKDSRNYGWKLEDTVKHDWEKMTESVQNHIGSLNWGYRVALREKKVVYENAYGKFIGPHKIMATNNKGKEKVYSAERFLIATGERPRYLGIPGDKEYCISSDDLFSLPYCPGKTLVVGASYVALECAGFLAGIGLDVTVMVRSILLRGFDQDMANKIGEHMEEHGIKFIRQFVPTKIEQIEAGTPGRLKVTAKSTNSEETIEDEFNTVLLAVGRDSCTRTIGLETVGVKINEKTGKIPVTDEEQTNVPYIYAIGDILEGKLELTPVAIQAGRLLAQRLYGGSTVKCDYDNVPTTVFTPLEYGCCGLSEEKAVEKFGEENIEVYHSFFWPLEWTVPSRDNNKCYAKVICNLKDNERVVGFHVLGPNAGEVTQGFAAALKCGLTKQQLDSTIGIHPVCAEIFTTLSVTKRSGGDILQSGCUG
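Rat TrxR1, dispensed at 90 nM, was prereduced with 400 uM NADPH (final) for 5 min at ~22 deg C, then incubated with compound 15 min before 400 uM selenite. A first-read NADPH fluorescence drop versus no-compound background flagged substrates.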
Starred values were filed as active, the others as inactive; ? = inconclusive; . = no result given; [ ] = remark or other dose. Unless noted, calls come from the whole dose curve; as a rule, active = well fitted curve in the direction sought with a large enough effect; inconclusive = small, poorly fitted or top-dose-only effect, or another doubt; inactive = no such curve, though single readings can be large; an effect the other way counts as inactive or inconclusive. Some of the compounds tested. The share of hits here may be higher or lower than overall.

Sample of the layout (3 entries):
SMILES | LDHA block | Vif-A3G inh | Glioma ERSR ind | RXFP1 agonist | USP1 inh | PI4K2A block | Vif-A3F inh | IDH1 R132H inh | TrxR1 substrate
O=C(CN1C(=O)C2(SCC(=O)N2c2ccc(F)c(F)c2)c2ccccc21)NCCc1ccccc1 (stereo not drawn) | 0 | -1% | -3% | 1.5% | -31% | -2 | 5% | 10% | -6%
CC(NC(=O)c1cccc(S(=O)(=O)N(C)c2ccccc2)c1)c1cccnc1 (stereo not drawn) | -6 | -4% | -1% | . | -8% | -1 | -3% | -20% | -16%
COc1ccc(CSc2ncnc3sccc23)cc1F | -5 | -8% | -1% | 3.6% | -8% | 1 | 6% | 4% | 7%[57.1 µM]

The listing, from the first entry:
SMILES | LDHA block | Vif-A3G inh | Glioma ERSR ind | RXFP1 agonist | USP1 inh | PI4K2A block | Vif-A3F inh | IDH1 R132H inh | TrxR1 substrate
O=C(CN1C(=O)C2(SCC(=O)N2c2ccc(F)c(F)c2)c2ccccc21)NCCc1ccccc1 (stereo not drawn) | 0 | -1% | -3% | 1.5% | -31% | -2 | 5% | 10% | -6%
CC(NC(=O)c1cccc(S(=O)(=O)N(C)c2ccccc2)c1)c1cccnc1 (stereo not drawn) | -6 | -4% | -1% | . | -8% | -1 | -3% | -20% | -16%
COc1ccc(CSc2ncnc3sccc23)cc1F | -5 | -8% | -1% | 3.6% | -8% | 1 | 6% | 4% | 7%[57.1 µM]
Cc1ccc(N2C(=O)C3C=NNC3C2=O)cc1 (stereo not drawn) | -10 | 0% | -3% | -0.1% | -22% | 8 | -42% | 4% | 12%[57.1 µM]
CCOc1cc(N2CCOCC2)c(OCC)cc1NC(=O)CN1CCN(Cc2ccc3c(c2)OCO3)CC1 | -3 | 1% | -1% | 0.5% | -9% | 1 | 8% | 0% | 2%
O=C(CCc1ccccc1)Oc1ccccc1[N+](=O)[O-] | -10 | 0% | 0% | . | -8% | 14 | -3% | -12% | -5%
CC(NC(=O)C1CCCN1S(=O)(=O)c1cccc2nsnc12)c1ccccc1 (stereo not drawn) | -8 | 1% | -4% | -1.5% | -8% | 3 | 2% | 3% | -9%
CC(=O)OCCN(C)c1cc(SC(C)C)c2nonc2c1[N+](=O)[O-] | 1 | -16% | -12% | 15% | -23% | -2 | 2% | 2% | 9%[57.1 µM]
Cc1cc(N2C(=O)CCC2=O)n(-c2ccccc2)n1 | -3 | 1% | 0% | -1.6% | -24% | 3 | -20% | -1% | -8%
COc1ccc(-c2ccc(SCC(=O)NCc3ccco3)nn2)cc1OC | -4 | -6% | 1% | 2.6% | -17% | 1 | -5% | -1% | -4%
Cc1ccc(-c2cc(C(=O)NCCCn3ccnc3)c3ccccc3n2)s1 | 5 | -3% | -4% | 1.4% | -16% | -3 | 1% | 1% | 229%[activator]
CCOc1cc(S(=O)(=O)NC2CCCCC2)ccc1F | -3 | 2% | -3% | 0.1% | -19% | 0 | 0% | 6% | 5%
CS(=O)(=O)c1ccc2nc(NC(=O)c3ccc(NS(=O)(=O)c4ccc(F)c(F)c4)cc3)sc2c1 | -8 | -4% | 2% | -1.3% | -4% | 2 | -12% | 2% | 10%
O=C(O)CCC(=O)NCc1cn(-c2ccccc2)nc1-c1cccc(Br)c1 | -14 | -7% | 1% | -1.0% | 0% | 1 | 0% | -3% | -7%
CCc1nc2sccc2c(=O)n1N | -3 | -5% | -2% | 2.0% | -8% | 2 | 0% | 8% | 5%[57.1 µM]
O=C(O)c1ccc(NC(=O)c2cn(-c3ccccc3)nc2-c2cccc(Cl)c2)cc1 | -9 | -10% | 10% | -3.7% | -24% | 0 | 5% | -4% | 1%
CC(C)NC(=O)c1ccc2c(=O)n(Cc3ccco3)c(=S)[nH]c2c1 | -5 | 1% | -1% | -0.1% | -23% | 1 | 0% | 2% | -5%
Cc1ccc([N+](=O)[O-])c(Oc2ncnc3c2oc2ccccc23)c1 | -13 | 2% | -2% | -1.0% | -15% | -2 | 2% | 0% | -11%[57.1 µM]
COc1ccc(CC(=O)NNS(=O)(=O)c2ccc(F)cc2)cc1OC | -1 | -2% | -4% | -1.8% | -13% | 0 | 2% | 24% | 8%[0.0914 µM]
Cc1ccc(N2CCCCn3c2nc2c3c(=O)n(CC(=O)O)c(=O)n2C)cc1 | -2 | 1% | -5% | 0.2% | -11% | 2 | 1% | 1% | -6%
CCOC(=O)c1nnn(-c2nn3nnnc3c3ccccc23)c1C | -16 | 2% | -3% | -0.5% | -6% | -5 | -2% | -1% | 8%[57.1 µM]
O=S(=O)(NCCc1csc(-c2ccccc2)n1)c1cccnc1 | -2 | 0% | 10% | 0.0% | -2% | 9 | 0% | -4% | -3%
COc1cc(-c2noc(C)c2C(=O)NCCc2ccccc2)cc(OC)c1OC | 0 | -4% | 1% | . | -2% | 2 | 3% | -2% | 0%
CC(=O)Nc1ccc(NC(=O)c2ccc(Cn3cc(Cl)cn3)cc2)cc1 | -2 | -2% | -6% | -2.0% | -21% | 7 | 2% | -14% | 1%
Cc1cc2nccnc2cc1C | 2 | 0% | 1% | . | -19% | 7 | 15% | 4% | -2%[57.1 µM]
Fc1cccc(CCN2C(=S)NC[C@@H]2Cc2ccccc2)c1 | -2 | 1% | -4% | 0.0% | -24% | -3 | 2% | -4% | -5%
O=S(=O)(Nc1ccc(Cl)cn1)c1cnc(Cl)c(Br)c1 | -7 | -15% | -1% | 6.6% | -4% | 0 | 2% | -4% | 1%
Nc1nc(SCc2ccccn2)c2ncn(C3CCCC3)c2n1 | -12 | -1% | 2% | . | -12% | -28 | -1% | 12% | -4%[2.29 µM]
Cc1csc(N/N=C/c2ccc(O)c([N+](=O)[O-])c2)n1 | -1 | -8% | 1% | 0.1% | -12% | -13 | 0% | 4% | -23%
O=C(Nc1cccc(C(=O)Nc2ccc(Br)cc2)c1)c1ccccc1 | -2 | -1% | 0% | 0.0% | -16% | -1 | -17% | 13% | 4%
Cc1cccc(Cn2c(COc3ccccc3)nc3ccccc32)c1 | 1 | -1% | 1% | 0.9% | -24% | -3 | -3% | -1% | -4%
O=C(Nc1ccc(Cl)cc1)C1(S(=O)(=O)c2ccccc2)CC1 | -7 | -5% | -2% | . | -11% | -6 | -13% | 2% | -1%
O=C(C[C@H]1C[C@@H]2c3cc(NS(=O)(=O)c4ccccc4)ccc3O[C@@H]2[C@H](CO)O1)N1CCOCC1 | -1 | 5% | 1% | . | -24% | -4 | 8% | -5% | .
Cc1ccc(-c2ccc(=O)n(CCC(=O)NCCc3ccccc3)n2)cc1 | 2 | -2% | 1% | 2.9% | -11% | 3 | 3% | 8% | 0%[57.1 µM]
COc1cccc(-c2nnc(Nc3nc4c(F)cccc4s3)o2)c1 | -4 | ? | -4% | 5.4% | ? | -5 | -2% | 11% | 41%[activator]
Cc1cccc(N2CCN(C(=O)c3cccc(N4C(=O)C5C6C=CC(C6)C5C4=O)c3)CC2C)c1 (stereo not drawn) | 1 | -17% | -5% | 2.5% | -23% | 1 | -6% | 0% | 1%
CCSc1nnc2c(n1)OC(C)(C)Nc1ccccc1-2 | 3 | -2% | 7% | -2.2% | -19% | -4 | -5% | 6% | -8%
COc1ccccc1N1CCN(C2CCCN(C(=O)c3cccc(-c4ccco4)c3)C2)CC1 (stereo not drawn) | -2 | 0% | -4% | -0.3% | -7% | 4 | 6% | -2% | -4%
CC(C)(C)N/N=C/c1cc(Cl)cc([N+](=O)[O-])c1O | 7 | 0% | -5% | -0.9% | -17% | -5 | 6% | 3% | -6%
COc1ccc(C)cc1NC(=S)N1CCOCC1 | -2 | 4% | 8% | -0.6% | -30% | -1 | -2% | 5% | 5%
CC(=O)c1ccc(NC(=O)C2CCN(S(=O)(=O)c3cccnc3)CC2)cc1 | -3 | 0% | 1% | 1.2% | -12% | 4 | -13% | 9% | 5%
CCOc1ccc(-c2cc(-c3nc(-c4ccc(OC)c(OC)c4)no3)[nH]n2)cc1 | -5 | -3% | -2% | 0.8% | -9% | 1 | -7% | -19% | 3%[57.1 µM]
Cc1ccc(OCC(=O)NNC(=O)C2CC(=O)N(c3ccc4c(c3)OCCO4)C2)cc1 (stereo not drawn) | -7 | 0% | -4% | 1.2% | -16% | -1 | -14% | -10% | -8%
Cc1noc(C)c1COc1ccc(CC(=O)NC2CCCCCC2)cc1 | -4 | 4% | -1% | 0.4% | -19% | 3 | -10% | 5% | 1%
COc1ccc(C2CC(C)=C(C#N)S(=O)(=O)C2C#N)cc1 (stereo not drawn) | 11 | -5% | -3% | -0.3% | -2% | 0 | -2% | -1% | 2%[57.1 µM]
Cc1nc(CS(=O)(=O)c2ccccc2)cc(Sc2ccc(Cl)cc2)n1 | 2 | -3% | 0% | 0.7% | -21% | 5 | 0% | 6% | -6%[57.1 µM]
CN1CC(c2ccccc2Cl)C2(COc3ccccc3C2=O)C12C(=O)Nc1ccccc12 (stereo not drawn) | 4 | -1% | -4% | 4.2% | -23% | -4 | 0% | 2% | 0%[57.1 µM]
CCOC(=O)C1=CCN(S(=O)(=O)c2ccc(F)cc2)C1c1ccc(Br)cc1 (stereo not drawn) | -5 | -3% | -4% | . | . | -8 | . | . | .
